Assay outcomes: PubChem BioAssay, Sanford-Burnham Center for Chemical Genomics
ER stress death: ER stress cell death inhibition. CSM14.1 thapsigargin ER stress survival, ATP luminescence. relative survival (cellular ATP), % at 15 µg/mL (by protocol). 0.33% of 48,000 active. AID 1010;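 active = survival measured by cellular ATP above 50% at 15 µg/ml in the first screen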;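 also: cell death triggered by about 15 µM thapsigargin; ATP read 24 h after thapsigargin was added; plate controls were thapsigargin with DMSO for no effect and DMSO without thapsigargin for full effect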
The depositor's hits bear a star.

COC(=O)c1ccc(/C=C2\SC(=S)N(CCCC(=O)Nc3nccs3)C2=O)cc1
  ER stress death: -4

CCCN1C(=O)C2(c3ccccc31)N1CC3(C)CN2CC(C)(C1)C3=O (stereo not drawn)
  ER stress death: -1

NC1=NC(=O)/C(=C/c2ccc(OC(=O)c3cccc([N+](=O)[O-])c3)cc2)S1
  ER stress death: 3

CC(=O)N/C(C)=C1\C(=O)CC2C1C2(C)C (stereo not drawn)
  ER stress death: 2

COc1cc(C2C(C(=O)OCc3ccccc3)=C(C)NC3=C2C(=O)CCC3)cc(Cl)c1O (stereo not drawn)
  ER stress death: 4

Cc1ccc(-n2nc3cc(C)c(NC(=O)C(C)C)cc3n2)cc1
  ER stress death: 0

Cc1ccc[n+](CC(=O)c2cc3ccccc3oc2=O)c1
  ER stress death: -18

NS(=O)(=O)c1ccc(CNC2CC(=O)N(c3cccc(Br)c3)C2=O)cc1 (stereo not drawn)
  ER stress death: 3

O=C(/C=C(\O)c1cccc([N+](=O)[O-])c1)C(F)(F)F
  ER stress death: 1

COc1ccc(N2C(=O)CC(SC(=N)N3N=C(c4ccc(C)cc4)CC3c3ccc(Br)cc3)C2=O)cc1 (stereo not drawn)
  ER stress death: 13

O=C1c2cccc3cccc(c23)C(=O)N1CCN1CCN(S(=O)(=O)c2ccc(F)cc2)CC1
  ER stress death: -2

COc1ccccc1CN1CCN(S(C)(=O)=O)CC1
  ER stress death: -5

CCOC(=O)c1ccccc1NC(=O)c1cccc([N+](=O)[O-])c1C
  ER stress death: 8

COc1ccc(OC)c(/C=C2\C(=O)N(c3cccc(C(=O)O)c3)N=C2C)c1
  ER stress death: 6

O=C(Nc1c(C(=O)N2CCCCC2)cnn1-c1ccccc1)c1ccccc1Cl
  ER stress death: 0

Cn1c(=O)n(Cc2ccc(Cl)cc2)c2ccccc21
  ER stress death: 9

COc1ccc(-c2cc(C(=O)OC(C)C)c3cc(Br)ccc3n2)cc1
  ER stress death: 8

O=C1C2C3C=CC(C4CC34)C2C(=O)N1Cc1ccccc1 (stereo not drawn)
  ER stress death: 8

CC(NC(=O)C(=O)NCC1CCCO1)c1ccccc1 (stereo not drawn)
  ER stress death: 2

CCN(CC)c1ccc(NC(=O)C(C)(C)C)cc1
  ER stress death: 9

CC(C)OC(=O)C1C(=O)CC(C)(O)C(C(=O)OC(C)C)C1c1ccc2c(c1)OCO2 (stereo not drawn)
  ER stress death: 6

O=C(Nc1nc2ccccc2n1CCN1CCCCC1)c1ccc(Cl)cc1
  ER stress death: -7

COc1ccccc1C1C(C(C)=O)=C(O)C(=O)N1CC1CCCO1 (stereo not drawn)
  ER stress death: -1

COc1ccc(C(=O)Nc2ccc(N3CCCCC3)c(Cl)c2)cc1OC
  ER stress death: 9

O=C(NC(=S)N1CCCCCC1)c1cccnc1
  ER stress death: 3

The final 6 entries of the part above are carried over, then new ones follow:
CCN(CC)c1ccc(NC(=O)C(C)(C)C)cc1
  ER stress death: 9

CC(C)OC(=O)C1C(=O)CC(C)(O)C(C(=O)OC(C)C)C1c1ccc2c(c1)OCO2 (stereo not drawn)
  ER stress death: 6

O=C(Nc1nc2ccccc2n1CCN1CCCCC1)c1ccc(Cl)cc1
  ER stress death: -7

COc1ccccc1C1C(C(C)=O)=C(O)C(=O)N1CC1CCCO1 (stereo not drawn)
  ER stress death: -1

COc1ccc(C(=O)Nc2ccc(N3CCCCC3)c(Cl)c2)cc1OC
  ER stress death: 9

O=C(NC(=S)N1CCCCCC1)c1cccnc1
  ER stress death: 3

COc1ccc(C(=O)CC(Nc2ccc(Br)cc2)c2ccc(F)cc2)cc1 (stereo not drawn)
  ER stress death: 5

COc1cc(NC(=O)c2ccc(Cl)c([N+](=O)[O-])c2)ccc1NC(=O)c1ccco1
  ER stress death: 1

Cc1ccc(/C(N)=N/OC(=O)c2cccc(F)c2)cc1
  ER stress death: -5

CCN1C(=O)/C(=C\c2cn(Cc3ccccc3)c3ccccc23)SC1=S
  ER stress death: 10

O=C(NCC1CCCO1)C(=O)Nc1ccccc1Cl (stereo not drawn)
  ER stress death: -1

O=S(=O)(NCCOc1ccccc1Cl)c1ccc2ccccc2c1
  ER stress death: 4

O=C1C(=O)N(c2ccccn2)C(c2cccnc2)/C1=C(/O)c1ccccc1 (stereo not drawn)
  ER stress death: 3

Cc1occc1-c1nc(Cc2ccc(Cl)cc2)no1
  ER stress death: -1

CC(NC(=O)COc1ccc(/C=N/NS(=O)(=O)c2ccccc2)cc1)c1ccccc1 (stereo not drawn)
  ER stress death: 11

COc1ccc(OC(C)C(=O)Nc2ccccc2Cl)cc1 (stereo not drawn)
  ER stress death: 5

CCCCOc1cccc(NC(=O)c2cccc([N+](=O)[O-])c2C)c1
  ER stress death: 3

CCCCOc1ccc(/C=C2/C(=O)NN(c3ccc(C(=O)OCC)cc3)C2=O)cc1OC
  ER stress death: 5

COc1ccc(N2C(=O)CC(Sc3nnc(N)s3)C2=O)cc1 (stereo not drawn)
  ER stress death: -1

N/C(=N\OS(=O)(=O)c1ccc([N+](=O)[O-])cc1)c1ccccn1
  ER stress death: 5

CSc1nc2ccc(N3C(=O)C4CCCCC4C3=O)cc2s1 (stereo not drawn)
  ER stress death: -1

Cc1ccc2nc(-c3ccc(C)c(NC(=S)NC(=O)c4ccccc4Cl)c3)oc2c1
  ER stress death: 2

CN(c1ccc(C(=O)Nc2ccc3ccccc3c2)cc1)S(=O)(=O)c1ccccc1
  ER stress death: 5

C=CCN1C(=O)/C(=C\c2cc([N+](=O)[O-])cc([N+](=O)[O-])c2O)C(=O)NC1=S
  ER stress death: 11

COc1ccc(S(=O)(=O)N2CCN(Cc3ccc(Br)cc3)CC2)cc1
  ER stress death: -10

COc1cc(C(=O)N2CCN=C2c2ccccc2)cc(OC)c1OC
  ER stress death: 4

O=C(Nc1ccc(S(=O)(=O)Nc2ncccn2)cc1)c1ccccc1Br
  ER stress death: 2

COC(=O)CN(c1ccc(Cl)cc1)S(C)(=O)=O
  ER stress death: 4

CC(C)NC(=O)C12CC3(C)CC(C)(CC(C)(C3)C1)C2
  ER stress death: 1

CC1SC(c2ccccc2)N(CCc2ccccc2)C1=O (stereo not drawn)
  ER stress death: 4

C=CCOC(=O)C1=C(C)NC(C)=C(C(=O)OCC=C)C1c1ccc(OC)c(OC)c1
  ER stress death: -1

COc1ccc(CC(=O)Nc2ccc(C)c(NC(=O)c3ccccc3)c2)cc1OC
  ER stress death: 3

CCOC(=O)c1ccc(NC(=O)COc2ccc(Cl)cc2C)cc1
  ER stress death: 13

Cc1ccc(O)c(/C=N/n2cnnc2)c1
  ER stress death: 4

COc1ccc(N/C(C)=C/C2=[N+](c3ccccc3)C(C)(O)CS2)cc1 (stereo not drawn)
  ER stress death: 1

Cc1cc(Cl)ccc1OCC(=O)Nc1cc(-c2nc3ccccc3o2)ccc1Cl
  ER stress death: 1

Cc1cccc(-n2c(C)cc(/C=N/NC(N)=S)c2C)c1
  ER stress death: 8

CC(=O)Nc1cc(-c2ccc(C)cc2)nn1Cc1ccccc1
  ER stress death: 0

COc1ccc(-c2n[nH]c(=S)n2-c2ccc(C)cc2)cc1
  ER stress death: 2

Cc1ccc(S(=O)(=O)NC(=NC(Cc2ccccc2)C(=O)O)c2ccccc2)cc1 (stereo not drawn)
  ER stress death: -1

NS(=O)(=O)c1ccc(NC(=O)COc2ccc(Cl)cc2)cc1
  ER stress death: 8

COc1ccccc1NC(=O)C1=C(C)NC(=O)NC1c1cc(C)cs1 (stereo not drawn)
  ER stress death: 2

COc1ccc(CCNC(=O)C(=O)NCC2CCCO2)cc1OC (stereo not drawn)
  ER stress death: 3

O=C(/C=C/c1ccc(OC(=O)c2cccnc2)cc1)c1ccccc1
  ER stress death: 8

CCC(C)C(C(=O)Nc1ccc(I)cc1)N1C(=O)c2ccccc2C1=O (stereo not drawn)
  ER stress death: 5

COc1ccc2c(c1OC)C(=O)N(c1cccc(F)c1)C2=O
  ER stress death: -1

C=CCOc1ccc2c(OC)c3ccoc3nc2c1OC
  ER stress death: -6

C=CCNC(=O)/C(=C/c1ccc(C)cc1)NC(=O)c1ccc(C)cc1
  ER stress death: 2

C=CCNc1nc(-c2ccncc2)cs1
  ER stress death: -2

Cc1nc(NC(=O)C2C3CCC(O3)C2C(=O)O)sc1-c1ccccc1 (stereo not drawn)
  ER stress death: 7

CCn1c(O)c(N=NC(=O)c2ccccc2[N+](=O)[O-])c2ccccc21
  ER stress death: -1

CCOc1cc(OCC)cc(C(=O)Nc2ccc(F)cc2)c1
  ER stress death: -1

Cc1ccc(-c2ccc(OCC(=O)Nc3ccccc3C(N)=O)cc2)cc1
  ER stress death: -1

Nc1ccc(O)c(-c2nc3ccc(N)cc3[nH]2)c1
  ER stress death: -21

COC(=O)c1ccc(/C=C2/C(=O)NC(=O)N(c3ccc(C(C)C)cc3)C2=O)cc1
  ER stress death: 6

C(=N/Nc1nc2ccccc2o1)/c1ccc(N2CCOCC2)cc1
  ER stress death: -1

O=[N+]([O-])c1ccc(CN2CCN(Cc3cccnc3)CC2)cc1
  ER stress death: 3

CCOC(=O)C(CCOc1ccc(C)c(C)c1)C(=O)OCC
  ER stress death: 1

COc1cc2c(cc1OC)C(c1ccc(O)cc1)N(C1CC(=O)N(c3ccccc3)C1=O)CC2 (stereo not drawn)
  ER stress death: -11

Cc1cc(C)cc(Nc2cc(=O)n(C)c(=O)n2C)c1
  ER stress death: 1

O=c1c2ccccc2nc(SCCc2ccccc2)n1Cc1ccccc1
  ER stress death: 17

CCCOc1cccc(C(=O)Nc2cccc(NC(=O)c3ccco3)c2)c1
  ER stress death: 2

O=C(Nc1ccc(Br)cc1)C1c2ccccc2Oc2ccccc21
  ER stress death: 6

CCOn1c(=O)c(=O)n(OCc2ccccc2)c2ccccc21
  ER stress death: 3

O=C(O/N=C/c1ccc([N+](=O)[O-])cc1)c1cccs1
  ER stress death: 2

O=C1NC(c2ccc(F)cc2)Oc2ccccc21 (stereo not drawn)
  ER stress death: 1

O=C1CN(C(=O)c2ccc(Cl)c([N+](=O)[O-])c2)c2ccccc2N1
  ER stress death: 0

O=C(NC1C2CC3CC(C2)CC1C3)c1ccc(I)cc1 (stereo not drawn)
  ER stress death: 1

O=C(Nc1ccc(Cl)c(Cl)c1)c1cc2ccccc2o1
  ER stress death: 4

CCCNC(=O)C12CC3CCC(CC(C3)C1)C2
  ER stress death: 16

COc1ccc(N(CC(=O)N2CCN(c3ccccc3OC)CC2)S(=O)(=O)c2ccccc2)c(OC)c1
  ER stress death: 2

COc1cc(C=C2C(=O)c3ccccc3C2=O)ccc1OCc1ccc(I)cc1
  ER stress death: 0

COC(=O)c1cccc(N2C(=O)C=CC2=O)c1
  ER stress death: 8

COc1ccc(/C=C(\C#N)c2nc(-c3ccc(C)cc3)cs2)cc1
  ER stress death: 7

CC(=O)N(c1cccc(C)c1)S(=O)(=O)c1ccc(Cl)cc1
  ER stress death: 1

O=[N+]([O-])c1ccc2c(c1)C=C1CCCCC1(NCc1ccccc1)O2 (stereo not drawn)
  ER stress death: 8

Cc1ccc(C)c(OCC(O)CN2CC(C)CC(C)C2)c1 (stereo not drawn)
  ER stress death: -3

O=C(Cc1c(O)c2ccccc2[nH]c1=O)NCc1ccc(Cl)cc1
  ER stress death: 3

CCOC(=O)C1(C)C=C(Nc2ccc(S(=O)(=O)Nc3nccs3)cc2)C(=O)N1c1ccccc1 (stereo not drawn)
  ER stress death: 6

O=[N+]([O-])c1ccc(-c2ncccc2O)cc1
  ER stress death: 4

CC(=C/c1ccc(C(C)C)cc1)/C=N/NC(=O)c1cccc(N2CCCC2=O)c1
  ER stress death: -8

O=C1/C(=C\c2cc(Cl)ccc2O)SC(=S)N1Cc1ccccc1
  ER stress death: 5

CS(=O)(=O)N(Cc1ccccc1)c1ccc(C(=O)N[C@@H]2C[C@H]3CC[C@@H]2C3)cc1
  ER stress death: 15

CN1CCN(Cn2c(O)c(N=NC(=O)c3ccncc3)c3ccccc32)CC1
  ER stress death: -4

O=C(NC1CCCCC1)O/N=C\c1ccccc1Cl
  ER stress death: 3

COc1ccc(/C=N/OCC(=O)N=Nc2c(O)n(CN(C)C)c3ccc(Br)cc23)cc1
  ER stress death: 1

COc1ccc(C(=O)CCNc2ccc3c(c2)OCCO3)cc1
  ER stress death: 16

C/C(=N\NC(=O)C1(C)CC1(Br)Br)c1ccc(Cl)s1 (stereo not drawn)
  ER stress death: 9

CCN(CC)C(=O)c1c(F)cccc1F
  ER stress death: 4

O=[N+]([O-])c1ccccc1S(=O)(=O)NC12CC3CC(CC(C3)C1)C2
  ER stress death: 12

O=C(NCC1c2ccccc2CCN1C(=O)c1cccs1)C1CCCCC1 (stereo not drawn)
  ER stress death: 10

COc1ccc2ccccc2c1C=Nc1ccc(Cl)c([N+](=O)[O-])c1
  ER stress death: 2

Cc1onc(-c2c(Cl)cccc2Cl)c1C(=O)Nc1nc(-c2ccc3ccccc3c2)cs1
  ER stress death: 7

O=C(c1ccc(F)cc1)N1CCN(c2cc(N3CCCC3)c(F)cc2[N+](=O)[O-])CC1
  ER stress death: 0

CN=C(Nc1ccccc1OC)SC1CC(=O)N(c2ccccc2F)C1=O (stereo not drawn)
  ER stress death: 12

O=C(Nc1ccccn1)c1sc2cc([N+](=O)[O-])ccc2c1Cl
  ER stress death: 3

O=C(N/N=C/c1ccncc1)c1c[nH]c2ccccc12
  ER stress death: 14

Cc1ccccc1NC(=O)c1ccc(OCC(C)C)cc1
  ER stress death: -5

Cc1ccc(/C(O)=C2\C(=O)C(=O)N(c3ccc(O)cc3)C2c2cccc(F)c2)cc1 (stereo not drawn)
  ER stress death: 2

O=C(c1ccc(F)cc1)N1CCN(C(=O)c2cccs2)CC1
  ER stress death: 5

CC1=C(C(=O)Nc2ccccc2C)C(c2ccc(Cl)cc2Cl)NC(=O)N1 (stereo not drawn)
  ER stress death: 12

O=C(NCc1ccc2c(c1)OCO2)c1sc2ccccc2c1Cl
  ER stress death: 7

COc1cccc(C(=O)Nc2ccccc2C(F)(F)F)c1
  ER stress death: 5

CCOCCOC(=O)c1ccc(NC(=O)c2ccncc2)cc1
  ER stress death: 6

CCOc1ccccc1NC(=O)C(N)=O
  ER stress death: 4

CC(=O)CC1(O)C(=O)N(Cc2ccccc2)c2ccccc21 (stereo not drawn)
  ER stress death: -2

CC(C(=O)O)N1C(=O)/C(=C\c2ccc(F)cc2)SC1=S (stereo not drawn)
  ER stress death: 10

CCOC(=O)c1c(NC(=O)Cc2ccc(OC)cc2)sc(C(=O)Nc2ccccc2OC)c1C
  ER stress death: -2

The list is partial. The share of hits here may be higher or lower than overall.
